RNase H inhibition – RNase H inhibition, HIV 1 Gag Pol polyprotein, FRET biochemical assay, screening (AID 372); HIV-1 RT RNase H, FRET RNA/DNA substrate fluorescence; higher % means a stronger effect; one-dose inhibition, % at 10 µM; IC50 in µM for titrated hits; 100,000 tested, 0.77% active; in the data active = inhibition above about 50%
The depositor's hits bear a star. An excerpt. The share of hits here may be higher or lower than overall.

SMILES	RNase H inhibition
C=CCc1cc(/C=C2\C(=O)NC(=O)N(c3cc(C)cc(C)c3)C2=O)cc(OCC)c1OCC(=O)OC	3%
COc1cc(NC(=O)C2CC2)c(OC)cc1Cl	2%
COc1cc(C=O)ccc1OCCCCOc1cccc(Oc2ccccc2)c1	44%
COc1cccc(NC(=O)COc2ccc(C)cc2C)c1	11%
COc1cc(/C=N/Nc2nc3ccccc3s2)ccc1Oc1ccc([N+](=O)[O-])cc1[N+](=O)[O-]	2%
CC(C)(CN1CCN(CC(C)(C)NS(=O)(=O)c2ccccc2)CC1)NS(=O)(=O)c1ccccc1	15%
Cc1c(NC(=S)NC(NC(=O)/C=C/c2ccccc2)C(Cl)(Cl)Cl)c(=O)n(-c2ccccc2)n1C (stereo not drawn)	3%
O=c1c2ccccc2nc(CSc2nnc(-c3ccco3)n2-c2ccccc2)n1-c1ccccc1Cl	9%
O=P(COc1ccccc1)(c1ccccc1)c1ccccc1	0%
O=C(N/N=C/c1ccc(Br)cc1)C(=O)Nc1cccc(Cl)c1	3%
CC(=O)Oc1cccc(-n2c(=O)c3cc4c(=O)n(-c5cccc(OC(C)=O)c5)c(=O)c4cc3c2=O)c1	0%
O=C(O)C1CCC(=O)N1C1c2ccccc2Oc2ccccc21 (stereo not drawn)	0%
CCc1cccc(C)c1NS(=O)(=O)c1ccccc1	1%
O=C1NC(=S)N(c2cccc(Br)c2)C(=O)/C1=C/c1ccccc1O	2%
O=[N+]([O-])c1c(Cl)cc(O)c2c1C1C=CCC1C(c1ccc(Br)cc1)N2 (stereo not drawn)	9%
Cc1[nH]n(-c2ccc([N+](=O)[O-])cc2)c(=O)c1C=NCCN1CCN(C(=O)c2ccc(F)cc2)CC1	9%
CCOC(=O)c1ccc(-n2c(C)cc(/C=C(\C#N)C(=O)Nc3cccc(Cl)c3)c2C)cc1	6%
Cc1c(C)c(CO/N=[N+](\[O-])Cc2ccccc2)c(C)c(C)c1Br	31%
O=C(NCc1ccccc1)c1ccc(C2SCC(=O)N2Cc2ccccc2)cc1 (stereo not drawn)	12%
O=C1NC(=O)N(c2cccc(Cl)c2)C(=O)/C1=C/c1ccc(N2CCCCC2)o1	14%
CC1=NN(c2ccc(S(N)(=O)=O)cc2)C(=O)/C1=C\c1ccc(-c2cccc(Cl)c2C)o1	67%*
CCOC(=O)C1=C(C)NC(=O)NC1c1cc(OC)c(OC)cc1OC (stereo not drawn)	1%
Cc1ccc2nc(-c3ccc(Cl)c(NC(=O)c4cc([N+](=O)[O-])ccc4Cl)c3)oc2c1	8%
Cc1cc(C)c2oc(-c3ccc(NC(=O)c4ccccc4F)cc3)nc2c1	21%
COc1ccc(C(NC(=O)C(c2ccccc2)c2ccccc2)NC(=O)C(c2ccccc2)c2ccccc2)cc1OC	12%

Continued.
SMILES	RNase H inhibition
COc1cc([N+](=O)[O-])ccc1NC(=O)c1ccccc1	16%
CC1=C(C(=O)OCCc2ccccc2)C(c2ccsc2)NC(=O)N1C (stereo not drawn)	9%
O=C1c2ccccc2CN1c1nccs1	0%
Cc1ccc(C(=O)/C=C/c2cn(Cc3ccccc3)c3ccccc23)cc1	5%
CCOc1ccccc1/C=C/C(=O)c1ccc(Cl)cc1	15%
COc1cccc(C2C(C(=O)/C=C/c3ccccc3)=C(O)C(=O)N2CCCCCC(=O)O)c1 (stereo not drawn)	2%
C=CCc1cccc(/C=N/NC(=O)CCC(=O)Nc2ccc(Cl)cc2)c1O	0%
COC(=O)CN1C(c2ccccc2OC)Nc2ccc(Br)cc2C1c1ccccc1 (stereo not drawn)	3%
COc1ccc2c(c1)N(C(N)=S)C(C)(C)C=C2C	12%
COc1cccc(/C=C2\SC(=O)N(c3ccc(Cl)cc3)C2=O)c1O	11%
Nc1ccccc1N=Cc1nc(-c2ccccc2)oc1O	22%
O=C(COc1ccccc1[N+](=O)[O-])N=Nc1c(O)[nH]c2c(Br)cc(Br)cc12	12%
O=C(Nc1ccc(Cl)cc1C(F)(F)F)c1ccc(I)cc1	7%
c1ccc(OCCCCn2ccnc2)cc1	3%
O=C(COc1cccc(Cl)c1)N/N=C/c1c(Br)cc(Br)c(O)c1Br	16%
Cc1ccc(C(=O)N2CCN(S(=O)(=O)c3ccc(C)c([N+](=O)[O-])c3)C2)cc1	6%
COc1cc(/C=C2\SC(=S)N(/N=C/c3cc(OC)c(O)cc3Cl)C2=O)c(Cl)cc1O	43%
O=C1c2ccccc2C(=O)N1c1ccc(Sc2ccc([N+](=O)[O-])cc2)cc1	4%
CCOCCOC(=O)C1=C(C)NC2=C(C(=O)CC(c3ccc(Cl)cc3)C2)C1c1ccc(O)cc1 (stereo not drawn)	17%
CCOc1ccc(NC(=O)CN(c2ccccc2)S(=O)(=O)c2ccccc2[N+](=O)[O-])cc1	11%
O=C(/C=C/c1ccccc1)Nc1ccc(F)cc1F	5%
COc1ccc(Br)cc1/C=N/NC(=O)c1c[nH]c2ccccc12	12%
COc1cccc(/C=C2\SC(=Nc3cccc(Cl)c3C)NC2=O)c1	24%
Cc1ccc2oc(-c3ccc(NC(=O)COc4ccccc4)cc3)nc2c1	21%
Cc1cc(Cn2c(C)nc3ccccc32)c(C)cc1Cn1c(C)nc2ccccc21	5%

Following part
SMILES	RNase H inhibition
C=CCn1c2ccccc2c2nnc(SCC(=O)Nc3nnc(SCC)s3)nc21	10%
O=C(COc1ccccc1)N/N=C/c1ccccc1Cl	11%
CCOc1cc(OCC)cc(C(=O)N2CCN(c3ccc([N+](=O)[O-])cc3)CC2)c1	14%
COc1nc(S(=O)(=O)c2ccc(C)cc2)c(Cl)s1	0%
COC(=O)c1ccc(/C=C2\C(=O)NC(=S)N(c3cccc(Cl)c3Cl)C2=O)cc1	8%
Cc1cccc(-n2c(C)cc(/C=N/NC(N)=O)c2C)c1	29%
CCCCOC(=O)C1=C(C)NC2=C(C(=O)CCC2)C1c1ccc(OCc2ccccc2)c(OC)c1 (stereo not drawn)	9%
O=C(COc1ccc(Br)cc1Cl)Nc1cccc2c1CCCC2	6%
NC(=O)c1ccccc1N=Cc1cc([N+](=O)[O-])ccc1O	4%
O=C(N/N=C/c1ccc(O)cc1O)c1ccc(Cl)cc1	12%
CC(C)(C)c1ccc(OC(=O)COc2ccc(Cl)cc2Cl)cc1	6%
CC(C)(C)OC(=O)N/N=C\c1ccc(-c2cccc(Br)c2)o1	12%
CC(=O)Oc1ccc2c(oc(=O)c3ccccc32)c1C	6%
CCOc1ccccc1Nc1nc(-c2c(C)nc3sccn23)cs1	6%
CN(C)Cc1c(O)ccc2[nH]cnc12	14%
O=C(Nn1cnnc1)c1cccc(C(=O)Nn2cnnc2)c1	8%
Cc1ccc(NC(=O)Nc2nnc(CSCc3ccc(Cl)cc3Cl)s2)cc1	36%
Cc1sc(NC(=O)c2c(F)c(F)c(F)c(F)c2F)c(C(N)=O)c1C	15%
O=C1C2C3C=CC(C3)C2C(=O)N1c1ccc(-c2ccnc(-c3ccc(N4C(=O)C5C6C=CC(C6)C5C4=O)cc3)n2)cc1 (stereo not drawn)	11%
CCOc1ccc(-c2nnc(-c3ccc4c(c3)OCO4)o2)cc1	9%
O=C(c1nn2c(c1Br)NC(c1ccccc1)CC2C(F)(F)F)N1CCOCC1 (stereo not drawn)	7%
CCOC(=O)C1=C(C)N=c2s/c(=C\c3ccccc3OC)c(=O)n2C1c1c(OC)ccc2ccccc12 (stereo not drawn)	12%
CC1=NNC(=O)C1CC(=O)N/N=C/c1ccc(Cl)cc1Cl (stereo not drawn)	2%
COc1cc(/C=N\NC(=O)c2ccc([N+](=O)[O-])cc2)ccc1OC(=O)c1cccc2ccccc12	49%
Cc1[nH]n(-c2nc(-c3ccccc3)cs2)c(=O)c1C(c1ccccc1)C(C#N)C(N)=O (stereo not drawn)	3%

Continuation:
SMILES	RNase H inhibition
Nc1cccc(C(=O)Nc2cccc(S(=O)(=O)CCOS(=O)(=O)O)c2)c1	11%
COc1ccc(NC(NC(=O)c2ccco2)C(=O)c2ccccc2)cc1 (stereo not drawn)	9%
Cc1cccc(NC(=O)/C(C#N)=C\c2cc(C)n(-c3ccc([N+](=O)[O-])cc3C)c2C)c1	16%
CC(C)c1ccc2[nH]c3c(c2c1)CCC/C3=N\NC(=O)c1ccncc1	16%
C=CCOC(=O)C1=C(C)NC2=C(C(=O)CCC2)C1c1ccccc1OCCCC (stereo not drawn)	0%
S=c1nc2c(n[nH]1)c1ccccc1n2Cc1ccccc1	14%
CC(=O)C1=C(C)NC(SCC(=O)c2cccc(Cl)c2)=C(C#N)C1c1sccc1C (stereo not drawn)	38%
CC(=O)N1C(=O)/C(=C2\SC(=S)N(c3cccc(Br)c3)C2=O)c2ccccc21	9%
O=C(NCc1ccccc1)C1CN(S(=O)(=O)c2ccccc2)CCN1S(=O)(=O)c1ccccc1 (stereo not drawn)	44%
Cc1ccc(-n2nc3cc(C)c(NC(=O)c4ccccc4I)cc3n2)cc1	0%
CC(SCc1ccccc1)C(=O)Nc1ccc(Cl)cc1 (stereo not drawn)	6%
Cc1ccnc(Nc2nc(-c3sc(N)nc3C)cs2)c1	5%
COc1cc(NC(=O)c2ccc3c(c2)OCO3)c2ncccc2c1	0%
O=C(N/N=C/c1cccc2ccccc12)C(=O)Nc1ccc(Cl)cc1	0%
O=C(NNC(=O)c1ccc2ccccc2c1O)c1ccccc1Cl	2%
Fc1ccc(NC(=S)NCC(c2ccccc2)c2ccccc2)cc1	5%
NC(=O)c1sc2nccc(Nc3ccccc3)c2c1N	9%
CC1=C(C#N)C(c2cccnc2)C2=C(CC(C)(C)CC2=O)N1 (stereo not drawn)	8%
COc1ccc(-n2c(/C=C/c3c(C)[nH]c4ccccc34)nc3ccccc3c2=O)cc1	3%
Cc1ccc(C)c(S(=O)(=O)Nc2ccc(F)c(Cl)c2)c1	11%
CC(C)NC(=O)Cc1c(O)c2ccccc2[nH]c1=O	13%
Cc1cccc(OCC(=O)Nc2ccc(Nc3ccccc3)cc2)c1	24%
COc1ccc(CN2CCN(C(=O)CC(C)C)CC2)cc1OC	4%
COC(=O)C1C(O)=C(C=Nc2cccc([N+](=O)[O-])c2)C(=O)CC1(C)C (stereo not drawn)	0%
COc1ccc(CNC(=O)CN(c2ccc(OC)c(Cl)c2)S(C)(=O)=O)cc1	0%

Some of these compounds in order of length of the SMILES, lowest first:
SMILES	RNase H inhibition
NC(=O)c1sc2nccc(Nc3ccccc3)c2c1N	9%
CC(SCc1ccccc1)C(=O)Nc1ccc(Cl)cc1 (stereo not drawn)	6%
Cc1ccnc(Nc2nc(-c3sc(N)nc3C)cs2)c1	5%
S=c1nc2c(n[nH]1)c1ccccc1n2Cc1ccccc1	14%
COc1ccc(CN2CCN(C(=O)CC(C)C)CC2)cc1OC	4%
O=C(NNC(=O)c1ccc2ccccc2c1O)c1ccccc1Cl	2%
Fc1ccc(NC(=S)NCC(c2ccccc2)c2ccccc2)cc1	5%
COc1cc(NC(=O)c2ccc3c(c2)OCO3)c2ncccc2c1	0%
COc1ccc(NC(NC(=O)c2ccco2)C(=O)c2ccccc2)cc1 (stereo not drawn)	9%
O=C(N/N=C/c1cccc2ccccc12)C(=O)Nc1ccc(Cl)cc1	0%
Cc1ccc(-n2nc3cc(C)c(NC(=O)c4ccccc4I)cc3n2)cc1	0%
CC(C)c1ccc2[nH]c3c(c2c1)CCC/C3=N\NC(=O)c1ccncc1	16%
C=CCOC(=O)C1=C(C)NC2=C(C(=O)CCC2)C1c1ccccc1OCCCC (stereo not drawn)	0%
Nc1cccc(C(=O)Nc2cccc(S(=O)(=O)CCOS(=O)(=O)O)c2)c1	11%
CC(=O)C1=C(C)NC(SCC(=O)c2cccc(Cl)c2)=C(C#N)C1c1sccc1C (stereo not drawn)	38%
COC(=O)C1C(O)=C(C=Nc2cccc([N+](=O)[O-])c2)C(=O)CC1(C)C (stereo not drawn)	0%
COc1ccc(-n2c(/C=C/c3c(C)[nH]c4ccccc34)nc3ccccc3c2=O)cc1	3%
O=C(NCc1ccccc1)C1CN(S(=O)(=O)c2ccccc2)CCN1S(=O)(=O)c1ccccc1 (stereo not drawn)	44%
Cc1cccc(NC(=O)/C(C#N)=C\c2cc(C)n(-c3ccc([N+](=O)[O-])cc3C)c2C)c1	16%

More entries.
SMILES	RNase H inhibition
COc1cc(OC)cc(C(=O)N(C(=O)c2cc(OC)cc(OC)c2)c2ncccc2C)c1	15%
O=C(Nc1ccc(S(=O)(=O)NC(=O)C2CCCCC2)cc1)c1cccc(Br)c1	6%
COC(=O)c1c(C)oc2ccc(OC(C)=O)cc12	0%
O=C(NC(=S)Nc1ccc2oc(-c3ccccc3F)nc2c1)c1ccccc1F	10%
CCOc1cc(/C=C2\C=C(c3ccc(Br)cc3)OC2=O)ccc1OC(C)=O	7%
c1ccc2cc(Cn3cnc4ccccc43)ccc2c1	10%
Cc1cc(I)ccc1S(=O)(=O)N1CCN(C)CC1	3%
O=C1C2ON(c3ccccc3)C(c3ccc([N+](=O)[O-])cc3)C2C(=O)N1Cc1ccccc1 (stereo not drawn)	11%
CCCOC(=O)C1=C(C)NC2=C(C(=O)CC(c3ccccc3)C2)C1c1ccccc1OCCC (stereo not drawn)	9%
CC1=C(C(=O)OCC(F)(F)F)C(c2ccccc2Cl)NC(=O)N1 (stereo not drawn)	12%
C=CCOc1ccc(/C=C2\SC(=S)N(c3ccc(OC)cc3)C2=O)cc1OC	0%
Cc1ccc(S(=O)(=O)N2CCN(C(=O)c3cccnc3)CC2)cc1	0%
CCOC(=O)C1=C(C)N=c2s/c(=C\c3ccc(C)o3)c(=O)n2C1c1cccc(OC)c1 (stereo not drawn)	7%
COc1ccc(NC(=O)/C(C#N)=C/c2cc(C)n(-c3cccc(C(=O)O)c3)c2C)cc1	0%
O=C1NC(=S)NC(=O)C1=Cc1cccc(Cl)c1Cl	20%
O=C(c1cnn2c1NC(c1cccs1)CC2C(F)(F)F)N1CCOCC1 (stereo not drawn)	15%
Cc1ccc(S(=O)(=O)/N=C2/C=C(Cl)C(=O)c3ccccc32)cc1	20%
O=C(C[n+]1cccc(C(=O)Nc2ccccc2)c1)c1ccc(Cl)cc1	10%
O=C(CN(c1cccc([N+](=O)[O-])c1)S(=O)(=O)c1ccccc1)Nc1ccccc1Cl	4%

Source: PubChem
